Salmonella PhoP GFP = PhoP-dependent GFP reporter repression – Salmonella Typhimurium, primary screen (AID 1863) | S. Typhimurium PhoP-regulated promoter GFP reporter, 4 h; higher % means a stronger effect | inhibition, % at 50 µM, or IC50 in µM where a hit was titrated | actives 0.16% (n = 300,000);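 active = inhibition over 29.93%, a cutoff 3 SD above the screen mean, later confirmed by dose response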;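 also: 0% = low Mg2+ inducing control and 100% = high Mg2+ repressing control; strong numbers were not always called active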
CSM14.1 death rescue = protection against thapsigargin-triggered cell killing – 384-well, CSM14.1, ATP luminescence, primary screen (AID 1222); 190,000 tested, under 10 active; CSM14.1 thapsigargin-induced death rescue, ATP luminescence; higher % means a stronger effect; cellular ATP content (survival), % at 20 µM, or EC50 in µM where a hit was titrated;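 active = EC50 below 50 µM in the dose-response confirmation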;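 also: death triggered by thapsigargin at about 15 µM added after 2 h compound pretreatment; cell ATP read after overnight thapsigargin exposure of roughly 18 to 22 hours; normalized against plate controls of thapsigargin alone and 5% DMSO vehicle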
Autophagy HCS = autophagy modulation, high-content screen | MEF GFP-LC3 puncta imaging; test concentration mostly 10 µM | calls only at 10 µM (by protocol) | actives 0.98% (n = 190,000);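 active = percentage of spot-positive cells more than 3 SD above its plate mean, without a fluorescence outlier flag or 80% toxicity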;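 also: spot-positive cell cutoff set from DMSO-treated cells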
MT stabilize HCS = microtubule stabilizers in HeLa cells; % tubulin-high responders, % at 10 µM; HeLa tubulin immunostaining HCS, 24 h; share of cells brighter than vehicle mean+2SD; actives 0.83% (n = 200,000);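 active = plate Z-score above 3 for both tubulin-high and condensed-nucleus cell shares, with cell loss under 80%, at 10 µM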;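 also: anti alpha tubulin signal scored within the nucleus-defined area of each cell; some results filed as inactive read as strong as hits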
bCat nuc transl = alters nuclear translocation of beta-catenin in HeLa cells. immunofluorescence imaging. nuclear translocation activity, % at 5 µM. actives 0.3% (n = 190,000). AID 1665;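 active = nuclear translocation activity above 50% at 5 µM, with a well cell count of 50 or more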;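 also: per-cell ratio of nuclear to cytoplasmic median beta-catenin stain intensity; plate controls were DMSO negative control for no effect and GSK-3 inhibitor IX positive control for full effect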
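System: HeLa cells, endogenous beta-catenin; compound dosing: 5 µM primary single dose, 0.1% DMSO, 0.02–20 µM confirmation series; incubation: 24 h compound exposure at 37°C, 5% CO2; signal: beta-catenin immunofluorescence imaging with DAPI; evaluation: % activation, nuclear-to-cytoplasmic median beta-catenin signal ratio per cell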
Ins promoter up = MIN6 insulin promoter up-regulation; AID 1625; z-score at 5 µM; actives 0.3% (n = 190,000); MIN6 insulin promoter-GFP reporter, high-content imaging; hits give high values;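 active = z-score above 3 at 5 µM with at least 500 cells counted in the well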
Hep lipid drop = hepatic lipid droplet formation modulation; actives 0.4% (n = 240,000); AML12 mouse hepatocytes, oleate lipid droplets, BODIPY imaging; inhibition, % at 6.5 µM;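 active = lipid droplet intensity inhibited by at least 50%, with more than 500 cells counted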
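Material – mouse AML12 hepatocyte cell line, fixed after treatment · Compound dosing – one dose, 6.5 µM compound · Times – compound with oleate, overnight · Measured by – Image-based BODIPY and DAPI two-channel analysis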
T cell modulator = modulates CD8 T cell binding to vesicles; actives 0.068% (n = 330,000); calls only at 7 µM; 2C CD8+ T cell-vesicle binding, flow cytometry; hits give low values;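 active = response, share of CD8 T cells binding vesicles, and their 90th percentile fluorescence all below set limits, cut at about 80% in these data, passing the limit was not always enough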
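Benchmarks: naked versus QL9-loaded vesicles / Assay system: purified 2C TCR transgenic mouse naive CD8+ T cells / Technique: high-throughput flow cytometry with anti-B7-1 and anti-CD8 staining / Timing: Cell–vesicle co-incubation 1.5 h at 37 °C, staining 20 min on ice / Read-out: percent CD8+ FL2 mean versus row control / Probe or stimulus: QL9-loaded Drosophila micro-vesicles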
Dynein cargo inh = blocks dynein driven cargo transport along microtubules; AID 1381; 3617.4 mouse cells, GR-EGFP nuclear translocation imaging; test concentration mostly 20 µM; stimulated with dexamethasone, 1 µM; hits give low values; z-score, hits read low; actives 0.47% (n = 220,000);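 active = plate z-score of nuclear minus cytoplasmic receptor signal below a set negative limit, without overly bright fluorescence or cell loss, cut at about -3.5 in these data, passing the limit was not always enough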;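 also: z-score of nuclear minus cytoplasmic ring GR-EGFP intensity difference per well; some compounds called inactive have numbers as strong as hits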
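Medium: Induction medium lacking tetracycline, stripped serum | Probe or stimulus: 1.0 µM final dexamethasone stimulus | Schedule: 48 h induction, then 1 h compound, then 30 min agonist, 37 °C | Signal: Automated 10x imaging of fixed Hoechst-stained cells | Evaluation: Per-cell GR-EGFP intensity, nucleus versus surrounding cytoplasmic ring, well-averaged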
Dynein cargo inh cytoplasmic EGFP = recorded beside Dynein cargo inh, whose call it bears; z-score; measured here: cytoplasmic GR-EGFP intensity; hits give high values
Dynein cargo inh nuclear GR-EGFP = also measured in Dynein cargo inh; calls as there; z-score; measured here: nuclear GR-EGFP intensity;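 lower value marks the stronger effect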
Dynein cargo inh cell count = second read-out of Dynein cargo inh, no call of its own (marks repeat the call); z-score; measured here: cell count per field
Ins promoter up cell count = also measured in Ins promoter up; calls as there; cell count; measured here: cytotoxicity, nuclei count;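 total cells summed across four imaged fields per well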
Hep lipid drop cells 6.5 µM = further read-out of Hep lipid drop, marked with its call; cell count; measured here: cell count, cytotoxicity flag;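 cells counted across two imaged fields per well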
bCat nuc transl cell count 5 µM = recorded beside bCat nuc transl, whose call it bears; cell count; measured here: cell count, cytotoxicity flag
T cell modulator vesicle-bound % = also measured in T cell modulator; calls as there; double positive events, %; measured here: CD8+ vesicle-bound cell fraction;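 binding gate set so that unloaded-vesicle control wells show 10% double positive cells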
MT stabilize HCS Hoechst-high % = second read-out of MT stabilize HCS, no call of its own (marks repeat the call); % Hoechst-high responders; measured here: nuclear condensation Hoechst responders;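 share of cells brighter than vehicle mean plus two SD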
MT stabilize HCS cytotoxicity % = further read-out of MT stabilize HCS, marked with its call; toxicity, %; measured here: cytotoxicity by cell density;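 0% = mean cell density of plate MIN control wells and 100% = no cells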
Autophagy HCS cell loss 18 h = recorded beside Autophagy HCS, whose call it bears; toxicity, %; measured here: cell loss, nuclei count;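 cell loss after 18 h compound exposure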
Active calls of the source: *; i = inactive; / = not tested or not shown.

Values run as follows: Salmonella PhoP GFP, CSM14.1 death rescue, Autophagy HCS, Autophagy HCS cell loss 18 h, MT stabilize HCS, MT stabilize HCS Hoechst-high %, MT stabilize HCS cytotoxicity %, bCat nuc transl, bCat nuc transl cell count 5 µM, Ins promoter up, Ins promoter up cell count, Hep lipid drop, Hep lipid drop cells 6.5 µM, T cell modulator, T cell modulator vesicle-bound %, Dynein cargo inh, Dynein cargo inh cytoplasmic EGFP, Dynein cargo inh nuclear GR-EGFP, Dynein cargo inh cell count
- COc1cc2c(=O)c(-c3ccc(O)cc3)coc2cc1OC1OC(CO)C(O)C(O)C1O (stereo unspecified)
→ -5%, -2.0%, i, -4, 3.7, 1.9, 3.2, /, /, -0.56, 1289, 6, 709, /, /, -0.43, 0.23, 0.15, 0.69
- CC(C)CC1NC(=O)N(CC(=O)N2CCN(S(=O)(=O)c3ccc4ccccc4c3)CC2)C1=O (stereo unspecified)
→ -18%, -1.0%, i, -1, 2.8, 2.0, 7.6, -0.2, 1069, -0.41, 2039, -4, 657, i, 7, 0.2, -0.2, 0.27, -0.17
- COc1cccc2sc(NNC(=O)c3nc4ccccc4s3)nc12
→ 0%, -2.8%, i, 0, 2.3, 0.4, 16, -0.4, 507, -0.42, 1205, 0, 730, i, 32, -0.16, -0.27, 0.6, 0.52
- N#C/C(=C/N1CCOCC1)c1ccccc1
→ -11%, -2.5%, i, -6, 2.2, 2.1, 7.5, /, /, /, /, /, /, i, 7, -0.95, -0.19, -0.57, 2
- Cc1ccc(S(=O)(=O)NC(C(=O)N2CCOCCOCCOCC2)c2ccccc2)cc1 (stereo unspecified)
→ 0%, -1.5%, i, 10, 3.8, 1.5, 9.6, -0.3, 887, 1.6, 1304, -6, 676, i, 67, 0.89, -0.34, 0.73, 0.1
- CCOC(=O)c1cccc(COC(=O)c2cccc(-c3nnc(-c4ccccc4)o3)c2)c1
→ 3%, 0.4%, i, 16, 5.1, 3.7, 6.2, -1.7, 985, /, /, -17, 687, i, 41, -0.56, -0.34, -0.58, 0.95
- COc1ccc(-c2[nH]ncc2CNC(C)CCn2cccn2)cc1F (stereo unspecified)
→ 5%, -1.5%, i, 2, 0.5, 1.2, 1.8, -0.5, 1027, 0.37, 1470, -20, 620, i, 29, -0.44, -0.33, -0.24, 0.68
- N#C/C(=C(/O)c1cccc(F)c1)c1nc2ccccc2s1
→ -6%, /, /, /, /, /, /, 1.5, 1334, 0.14, 1024, -16, 743, i, 14, -0.75, -0.12, 0.35, -0.38
- Cc1ccc(NN=C2c3ccccc3-c3ccccc32)cc1
→ 11%, 0.8%, i, -12, 3.1, 2.4, 8.9, -1.0, 1084, 2.1, 1326, 21, 593, i, 44, -0.047, -0.22, 0.16, -0.037
- Cc1ccc2c(c1)C1CN(C)CCC1N2S(=O)(=O)c1ccc(Oc2ccc([N+](=O)[O-])cc2)cc1 (stereo unspecified)
→ -7%, -1.9%, i, 3, 3.6, 3.3, 14, -1.2, 1100, -0.01, 1195, -27, 679, i, 12, -0.5, -0.3, 0.015, 0.35
- COc1ccc(CN2C(=O)CN(C3CCCCCC3)C(=O)C2c2ccc(F)cc2)cc1 (stereo unspecified)
→ 8%, 0.6%, i, 18, 2.7, 2.2, 8.8, /, /, /, /, /, /, i, 60, 0.37, -0.042, -0.69, -0.061
- CC1=C(C(=O)Nc2ccccc2)C(c2ccccn2)n2nc(CCCO)nc2N1 (stereo unspecified)
→ /, -2.7%, /, /, /, /, /, 0.5, 1013, 0.35, 1499, -4, 569, i, 43, /, /, /, /
- Cc1ccc(/C=N/NC(=O)CNC(=O)Cc2ccccc2)o1
→ 13%, 1.9%, i, 14, 4.6, 1.9, 8.0, -0.6, 1086, 0.02, 1457, -1, 683, i, 30, 0.054, -0.22, 0.086, 0.67
- COc1ccc(CCNC(=O)COC(=O)c2cnccn2)cc1
→ -11%, -0.7%, i, -4, 2.5, 2.4, 6.2, 0.4, 1124, 0.6, 879, /, /, i, 14, 0.3, -0.16, 0.32, -0.78
- CN(C(=O)COC(=O)CNC(=O)c1sc2ccccc2c1Cl)c1ccccc1
→ -10%, -0.4%, i, -1, 4.6, 3.3, 10, /, /, 0.03, 1453, 2, 561, i, 45, 1.6, -0.15, 1.4, -2
- NNC(=O)COc1ncn(-c2ccccc2)n1
→ -10%, 1.4%, i, -4, 1.6, 1.5, 9.4, -1.8, 1132, 0.36, 1023, 2, 780, i, 6, -0.76, -0.042, -0.49, 0.15
- COc1cccc(/C=C/C(=O)c2cccc([N+](=O)[O-])c2)c1
→ -6%, 2.0%, i, 12, 3.2, 1.5, 8.7, 0.2, 1455, -0.49, 1472, 1, 640, i, 29, -4.5*, 1*, -2.3*, 0.63*
- CC(C)(C)c1cc(C(F)(F)F)nc(SCCCNC(=O)c2ccco2)n1
→ 10%, 0.2%, i, -7, 1.4, 1.5, 12, /, /, -0.51, 830, -23, 714, i, 23, 0.074, -0.19, 0.35, 0.27
- COc1cc(/C=N/NC(=O)CN(CCc2ccccc2)S(=O)(=O)c2ccc(NC(C)=O)cc2)cc(OC)c1OC
→ 7%, 0.2%, i, -2, 4.0, 0.7, 2.9, 0.0, 1118, -0.05, 1292, 8, 665, i, 9, 0.11, -0.2, 0.17, -0.13
- CC(C)(C)NC(=O)/C(=C/c1ccco1)c1ccccc1
→ 6%, 3.7%, i, 23, 2.2, 2.1, 5.7, -0.3, 1321, -0.28, 1570, /, /, i, 36, 0.33, -0.16, 0.18, -0.072
- CCN(C(=O)COC(=O)c1ccc(Br)o1)C1CCCCC1
→ 8%, -0.1%, i, 19, 1.6, 1.4, 2.5, 3.2, 1045, -0.21, 1107, 4, 639, i, 65, 0.43, -0.23, -0.19, 0.46
- Cc1nc2ncnn2c(C)c1Cc1cccc(F)c1
→ 3%, -1.5%, i, 15, 1.3, 1.2, 5.4, 0.5, 1462, 0.64, 1476, -4, 738, i, 34, -1.1, -0.26, -0.43, 0.62
- Cc1cc(C)n(-c2nnc3n2N=C(c2ccccc2)CS3)n1
→ 4%, /, i, 3, 1.2, 2.0, 6.1, /, /, 2.1, 1174, 7, 527, i, 38, -0.8, -0.01, -0.31, 0.82
- CC(C)C(=O)N1CCN(c2ccccc2NC(=S)NC(=O)c2cccs2)CC1
→ 1%, 2.0%, i, -6, 3.2, 2.4, 7.8, -4.6, 1093, -0.74, 1598, 2, 710, i, 36, 0.46, -0.3, 0.52, 0.00056
- COC(=O)/C(C(C)=O)=C(\C=C\N(C)C)N(C)C
→ -9%, -0.6%, i, 9, 1.2, 2.1, 6.8, /, /, -0.11, 1030, 4, 812, i, 25, 1.1, -0.56, 0.43, -0.12
- CCOC(=O)C1C(=O)NC(N2CCCCC2)=NC1c1ccco1 (stereo unspecified)
→ -12%, -3.3%, i, -3, 2.8, 1.4, 9.9, -4.8, 1202, 0.07, 1265, 2, 791, i, 39, 0.44, -0.24, 0.18, 0.058
- CS(=O)(=O)N(CC(=O)NCC1CCCO1)c1cccc(Cl)c1 (stereo unspecified)
→ 3%, 2.2%, i, 16, 3.1, 2.2, 6.4, 0.3, 1548, -0.01, 1494, -6, 694, i, 45, -0.62, -0.22, -0.34, -0.13
- Nc1cc(=O)[nH]c(SCC(=O)Nc2cc(Cl)cc(Cl)c2)n1
→ 1%, 1.6%, i, -7, 1.8, 1.4, 13, -5.4, 1196, -0.37, 974, 4, 746, i, 27, -0.27, -0.14, -0.21, 0.21
- CNCC(=O)Nc1ccc(OC(F)(F)F)cc1
→ -4%, -3.5%, i, -22, 3.7, 2.0, 6.2, -0.4, 1157, 0.15, 1346, -3, 681, i, 19, -0.79, 0.069, -0.25, 0.73
- CS(=O)(=O)N(CC(=O)N/N=C/c1cccc2c1OCCO2)c1ccccc1Br
→ 0%, -0.2%, i, 5, 0.5, 1.5, 3.8, -0.4, 1262, -0.36, 1668, /, /, i, 30, -0.25, -0.16, -0.22, -0.19
- CCNC(=S)NNC(=O)c1cc(-c2cccc(OCC)c2)nc2ccccc12
→ 7%, -5.0%, i, 33, 1.7, 1.3, 9.5, -4.0, 1198, -0.05, 823, -2, 738, i, 47, -0.5, -0.26, 0.074, 1.4
- CN(C1=C(NC(=O)c2ccc(Cl)cc2)C(=O)c2ccccc2C1=O)c1ccccc1
→ 18%, -4.5%, i, 22, 7.8, 2.0, 15, -0.9, 919, 0.66, 1187, 69*, 668*, i, 5, 0.7, -0.18, 0.28, -0.25
- Cn1cnnc1SCC(=O)NC1CCCc2ccccc21 (stereo unspecified)
→ -4%, 0.8%, i, -1, 3.5, 3.0, 1.8, -0.2, 1160, 0.25, 1331, -1, 692, i, 27, 0.23, -0.22, 0.26, 0.15
- COc1ccc(S(=O)(=O)N(Cc2cc3cc(C)ccc3[nH]c2=O)CC2CCCO2)cc1 (stereo unspecified)
→ -5%, -1.8%, i, -4, 1.5, 1.2, 9.7, -3.4, 1154, 0.63, 784, -4, 794, i, 32, -0.52, -0.12, -0.32, 0.53
